GLP1R cytotox = cytotoxicity counter-screen for GLP-1 receptor inverse agonists. Potency, µM (highest dose often 38.3 µM), for inactives: at the highest dose activity change, negative = inhibition, actives largely listed as inhibitors. HEK293 cAMP-luciferase reporter cells, luminescence, 24 h. actives 0.13% (n = 410,000);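 further: loss of luciferase light is scored as toxicity; potency means the concentration at half of the fitted maximal effect; on the % scale 0 is the no-effect control and ±100 the full control effect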
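Luminescence readout: signal drop marks cytotoxicity. Plated cells grew 12 h at 37 °C, 5% CO2, received 23 nL compound for 24 h, then got luciferase reagent, read after 12 min at RT.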
IL1B secr inh = inflammasome signaling inhibition, IL-1 beta readout; THP-1 LPS/ATP IL-1B secretion, AlphaLISA, 16 h; stronger effect = lower value; activity change, % at 57.5 µM; actives 4.7% (n = 360,000); AID 743279; in the data active means activity change below about -50%; inconclusive means mostly about -30% to -49%; further: on the % scale 0 is the no-effect control and ±100 the full control effect
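THP-1 cells pretreated 1 hr with compounds (up to 57.5 uM final), then stimulated with LPS (250 ng/mL final) plus ATP (1.25 mM final); secreted IL-1B measured by AlphaLISA after 16 hr, decreased signal indicating inhibition.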
HT1080-NT tox = kills 2HG-producing HT-1080-NT fibrosarcoma cells. actives 1.6% (n = 360,000). Potency, µM (titrated, usually from 46.1 µM), without a hit: at the highest dose activity, negative = less viability, usual class: cytotoxic. HT-1080-NT fibrosarcoma viability, CellTiter-Glo ATP luminescence, 48 h;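 further: NT is the 2HG producing partner of a matched IDH1 knockdown line; potency means the concentration at half of the fitted maximal effect; 0% = DMSO-treated cells and -100% = media-only wells without cells; nearly all actives have a fitted effect of over 55% in size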
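Viability by CellTiter-Glo luminescence after 48 h compound exposure at 37C of HT-1080-NT cells (750/well, RPMI, 5% FBS). % activity scaled between DMSO wells and medium-only wells, then curve-fitted and categorized by curve class.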
KB-V1 cytotox = kills drug-selected multidrug resistant KB-V1 cells. AID 1347076. Potency, µM (series often up to 46.1 µM), inactives show at the top dose activity change, negative = cytotoxicity, hits mostly cytotoxic. KB-V1 MDR cells viability, CellTiter-Glo, 72 h. actives 3.4% (n = 400,000); further: potency means the concentration at half of the fitted maximal effect; on the % scale 0 is the no-effect control and ±100 the full control effect; nearly all actives have a fitted effect of over 60% in size
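Potencies derive from concentration-effect curves fitted to normalized luminescence (CellTiter-Glo) of KB-V1 cells treated for 72 h at 37 degrees C in phenol-red-free DMEM containing 10% FBS.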
HT1080 IDH1KD tx = toxicity to HT-1080 IDH1 knockdown cells (counter line); Potency, µM (series often up to 46.1 µM), without a hit: at the top dose activity, negative = toxicity, hits mostly cytotoxic; HT-1080 IDH1 knockdown viability, ATP luminescence, 48 h; actives 2% (n = 360,000);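 further: potency means the concentration at half of the fitted maximal effect; 0% = DMSO wells and -100% = cell-free medium wells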
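Luminescent ATP read-out (CellTiter-Glo, 10 min at room temperature) after 48 h compound exposure at 37 °C gave viability of IDH1-knockdown HT-1080 cells. Activity was normalised to DMSO and cell-free wells, then fitted as concentration-response curves.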
KB-3-1 cytotox = kills parental KB-3-1 adenocarcinoma cells; KB-3-1 viability, CellTiter-Glo ATP luminescence, 72 h; Potency, µM (titrated, usually from 46.1 µM), without a hit: top-dose activity change, negative = cytotoxic, most hits filed as cytotoxic; actives 1.4% (n = 400,000); further: potency means the concentration at half of the fitted maximal effect; on the % scale 0 is the no-effect control and ±100 the full control effect; nearly all actives have a fitted effect of over 60% in size
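KB-3-1 cells, DMEM (no phenol red) + 10% FBS; compound by pin transfer, 72 h, 37 °C. Readout: CellTiter-Glo luminescence after 10 min. Data normalized, curve-fitted.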
SW480 rerep = inducers of DNA re-replication in SW480 colon cancer cells | Potency, µM (series often up to 46.1 µM), for the others: at the top dose re-replication activation, actives largely listed as activators | SW480 DNA re-replication, Hoechst DNA content imaging, 48 h | actives 1.8% (n = 340,000); further: potency means the concentration at half of the fitted maximal effect; % of control where 0% means no effect; nearly all actives have a fitted effect of over 55% in size
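First, 250 cells per well were seeded. Next, compound or vehicle (23 nL) was pinned in, plates sat 48 hr at 37 C. Finally Hoechst was added for 40 min before fluorescence scanning.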
MCF10A rerep = DNA re-replication induction in MCF 10a cells | MCF 10A DNA re-replication, Hoechst nuclear intensity, 48 h | Potency, µM (series often up to 46.1 µM), for the others: at the top dose activity, positive = re-replication, hits mostly activators | actives 2.9% (n = 350,000) | AID 624296; further: potency means the concentration at half of the fitted maximal effect; % of control where 0% means no effect; nearly all actives have a fitted effect of over 50% in size
D3 ag = D3 dopamine receptor (human) agonism. P35462. D3R DiscoveRx beta-arrestin cells, luminescence, 90 min. max activation, %. actives 0.58% (n = 410,000). AID 652048; in the data active means max activation above about 30%; further: 0% is about no effect; mostly tested at two doses, the higher about 12 µM
Target sequence (P35462 whole entry, looked up): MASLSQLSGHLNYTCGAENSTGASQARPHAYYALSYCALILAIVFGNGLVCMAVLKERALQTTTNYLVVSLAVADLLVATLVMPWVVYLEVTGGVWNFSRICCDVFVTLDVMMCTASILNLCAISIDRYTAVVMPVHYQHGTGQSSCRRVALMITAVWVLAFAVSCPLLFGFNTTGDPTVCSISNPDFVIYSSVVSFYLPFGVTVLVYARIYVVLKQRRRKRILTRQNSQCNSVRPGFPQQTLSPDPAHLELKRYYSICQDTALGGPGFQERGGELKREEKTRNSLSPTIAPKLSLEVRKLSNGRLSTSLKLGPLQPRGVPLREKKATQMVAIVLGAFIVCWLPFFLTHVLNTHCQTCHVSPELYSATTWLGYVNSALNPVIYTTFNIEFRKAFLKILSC
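Agonist-mode cell screen: cells plated at 1500/well and incubated overnight at 37 °C, then exposed to library compounds for 90 min at 37 °C. Detection reagent was added for 30–60 min at room temperature, and luminescence was read.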
* = called active by the depositor; u = inconclusive; x = no result given; & = joins results of further samples; [ ] = another dose, or the depositor's remark. Unless noted, the call rests on the fitted dose curve; in most records, active means well fitted curve in the direction sought with a large enough effect; inconclusive means small, poorly fitted or top-dose-only effect, or another doubt; inactive means no such curve, though single readings can be large; an effect the other way counts as inactive or inconclusive.

entry	mol	GLP1R cytotox	IL1B secr inh	HT1080-NT tox	KB-V1 cytotox	HT1080 IDH1KD tx	KB-3-1 cytotox	SW480 rerep	MCF10A rerep	D3 ag
1	COc1ccc(C(=O)Nc2ccccc2C(=O)NC(Cc2ccc(O)cc2)C(=O)NNC(=O)c2ccc(C)cc2)cc1 (stereo not drawn)	-2.2%	-23.8	-24.8%	3.5%	u	23.1%	-9.0%	5.9%	6.8
2	CCOC(=O)Cc1csc(NC(=O)Cn2c(=O)oc3ccccc32)n1	7.5%	-83.8*	-5.9%	-0.3%	-4.6%	-5.3%	7.5%	5.0%	-4.9
3	CC(C)(C)CC(=O)Nc1ccccc1N1CCN(c2ccccc2)CC1	-1.6%	-1.8	10.7%	4.2%	0.6%	-4.8%	-4.0%	2.2%	-1.7
4	O=C(Nc1ccc(NC(=O)c2sc3ccccc3c2Cl)cc1Cl)c1ccco1	-10.5%	-7.1	u	-19.2%	u	-5.7%	u	u	19.0
5	O=C(Cc1cc(=O)[nH][nH]1)N/N=C/c1cccc(Cl)c1Cl	1.1%&-12.8%	3.3&-3.4	6.9%&1.3%	u	-1.1%&6.1%	u	-0.7%&-2.0%	u	-8.8&-2.7
6	O=C1c2ccccc2C(=O)c2c1cccc2N1CCOCC1	u	-80.6*	1.9%	1.2%	4.3%	-1.0%	-1.6%	8.2%	-1.2
7	CCCCN(C(=O)c1ccc(S(=O)(=O)N(CC)CC)cc1)c1c(N)n(CCC)c(=O)[nH]c1=O	9.8%	-8.1	2.8%	4.0%	19.2%	5.7%	-7.6%	-6.2%	-27.8
8	COc1ccc(OC)c(S(=O)(=O)Nc2cccc(-c3ccc4nncn4n3)c2)c1	-10.0%	-13.1	-15.1%	4.6%	-16.6%	-7.9%	2.2%	12.1%	-2.1
9	Cc1ccc(NC(=O)CN(C)C(=O)COC(=O)CNS(=O)(=O)c2ccc(Br)cc2Cl)cc1	-0.3%	1.6	6.0%	6.3%	5.8%	-2.7%	2.3%	-1.1%	2.2
10	CC1CC(C)(C)NC(=S)N1CCCC(=O)Nc1ccc(F)c(F)c1 (stereo not drawn)	u	7.9	-2.6%	-3.3%	3.3%	4.6%	-12.4%	1.0%	-0.2
11	CC1(C)CC(N2CCCC2)=CC(=[N+]2CCCCC2)C1	-1.4%	-5.5	u	14.6%	u	5.17µM*	3.0%	u	-0.8
12	Cc1ccc([N+](=O)[O-])cc1NC(=O)C(Sc1ccccc1)c1ccccc1 (stereo not drawn)	-18.2%	24.4	-2.3%	-15.8%	2.7%	5.6%	4.9%	-4.5%	-12.6
13	COc1cccc(-c2noc(CCCC(=O)Nc3ccc(C(N)=O)cc3)n2)c1	2.1%	88.8	-5.3%	-8.2%	13.7%	-1.3%	-2.1%	-3.5%	5.0
14	CCCNC(=S)N1CCC(NC(=O)C2CCCCC2)CC1	-10.6%	11.2	11.4%	6.1%	0.6%	-0.1%	2.2%	1.6%	0.9
15	CCN1CCC(N(Cc2ccc3c(c2)OCO3)C(=O)Nc2cccc(C)c2C)CC1	13.4%	x	x	-9.0%	x	-1.0%	x	x	-28.2
16	CCN1CCN(c2oc(-c3ccc(COc4ccc(C)cc4)o3)nc2C#N)CC1	1.3%	x	x	-24.2%	x	-9.9%	x	x	-8.7
17	COc1ccc(CN2CCCC2C(=O)Nc2ccc(OC)c(OC)c2)cc1OC (stereo not drawn)	9.1%	-15.0	0.6%	u	5.1%	-10.2%	-1.9%	24.3%	-4.0
18	C=CCSc1nc2c(c(=O)[nH]c(=O)n2C)n1Cc1ccccc1	5.4%	34.1	-16.4%	4.0%	0.8%	-4.5%	1.64µM*	u	6.0
19	Cc1nnc(NC(=O)CSc2ccc(-c3ccco3)nn2)s1	10.5%	11.2	9.4%	1.9%	4.0%	-0.8%	u	10.5%	2.7
20	CCCCc1nc2cc(C(=O)NC3CCOC(C)(C)C3)ccc2o1 (stereo not drawn)	-17.5%	30.9	-0.8%	-5.7%	-1.1%	-8.2%	6.6%	-0.3%	3.3

Full records as entered above. Screens in order: GLP1R cytotox, IL1B secr inh, HT1080-NT tox, KB-V1 cytotox, HT1080 IDH1KD tx, KB-3-1 cytotox, SW480 rerep, MCF10A rerep, D3 ag
Shown for CCCNC(=S)N1CCC(NC(=O)C2CCCCC2)CC1 = -10.6%, 11.2, 11.4%, 6.1%, 0.6%, -0.1%, 2.2%, 1.6%, 0.9
Shown for CCN1CCN(c2oc(-c3ccc(COc4ccc(C)cc4)o3)nc2C#N)CC1 = 1.3%, x, x, -24.2%, x, -9.9%, x, x, -8.7
Shown for COc1ccc(CN2CCCC2C(=O)Nc2ccc(OC)c(OC)c2)cc1OC (stereo not drawn) = 9.1%, -15.0, 0.6%, u, 5.1%, -10.2%, -1.9%, 24.3%, -4.0
Shown for CC1(C)CC(N2CCCC2)=CC(=[N+]2CCCCC2)C1 = -1.4%, -5.5, u, 14.6%, u, 5.17µM*, 3.0%, u, -0.8
Shown for Cc1nnc(NC(=O)CSc2ccc(-c3ccco3)nn2)s1 = 10.5%, 11.2, 9.4%, 1.9%, 4.0%, -0.8%, u, 10.5%, 2.7

(further entries)
entry	mol	GLP1R cytotox	IL1B secr inh	HT1080-NT tox	KB-V1 cytotox	HT1080 IDH1KD tx	KB-3-1 cytotox	SW480 rerep	MCF10A rerep	D3 ag
21	Cc1ccc(OCC(=O)N/N=C/c2ccco2)cc1	2.5%	-10.7	10.7%	0.5%	-4.1%	0.6%	-1.0%	0.6%	13.2
22	CCOc1ccc2ccccc2c1/C=N/NC(=O)CNC(=O)c1ccccc1O	-0.3%	-7.8	-6.9%	-3.7%	-15.5%	u	-14.6%	u	-7.5
23	C[C@H](CO)N1C[C@H](C)[C@@H](CN(C)Cc2ccc(-c3ccccc3)cc2)Oc2c(NS(=O)(=O)c3ccc(F)cc3)cccc2C1=O	u	u	u	-18.8%	-21.2%	u	18.0%	20.3%	1.0
24	Cc1ccc(C(=O)N/C(=C/c2ccc(-c3ccc(Br)cc3)o2)C(=O)NC2CCS(=O)(=O)C2)cc1 (stereo not drawn)	3.0%	11.8	-21.2%	u	-8.0%	11.1%	24.0%	u	0.3
25	COc1ccccc1N1CCN(C(=O)c2ccc3c(c2)CCN3S(C)(=O)=O)CC1	-7.3%	34.2	3.7%	-9.1%	-1.5%	-9.6%	-11.6%	2.1%	3.2
26	Cc1ccc(-n2c(C)cc(C(=O)COc3c(CO)cc(F)cc3CO)c2C)cc1C	1.7%	u	0.2%	7.31µM*	-3.8%	-22.9%	5.0%	u	5.4
27	O=C(CN1C(=O)c2ccccc2C1=O)N1CCCCC1	6.4%	16.7	10.1%	9.0%	20.5%	-0.1%	-0.8%[9.22 µM]	-15.4%	0.0
28	Cc1cc(Br)ccc1NC(=O)c1cc2c(=O)n(C)c3cc(Cl)ccc3c2s1	-4.5%	x	x	9.6%	x	-1.5%	x	x	-12.7
29	Cc1ccc(OC(=O)c2sc3ncn(C)c(=O)c3c2C)cc1	3.8%	-12.2	0.3%	20.2%	2.0%	-5.5%	-6.7%	-5.8%	22.1
30	COc1ccc(C(=O)NCc2nnc(SCC(=O)N3CCCc4ccccc43)o2)cc1OC	3.4%	-7.7	13.6%	-3.7%	5.8%	-3.6%	-7.9%	-0.1%	3.4
31	O=C(CCNC(=O)c1ccc(Br)cc1)NCCCSc1ccccc1	10.9%	0.2	-1.8%	-24.3%	-1.4%	1.8%	0.6%	2.0%	-11.7
32	O=C(CSc1nc2ccccc2c2c1CCCC2)N1CCOCC1	-8.1%	-10.5	u	u	-26.8%	u	16.2%	2.0%	-0.7
33	Cc1ccccc1NC(=O)Cc1nc(COC(=O)c2cccc(C)c2O)cs1	0.7%	10.7	4.9%	-27.2%	7.0%	26.2%	0.2%	4.6%	1.3
34	O=C(/C=C/c1ccc2c(c1)OCO2)NCc1ccncc1	-0.1%	-26.6	1.1%	-2.2%	-3.4%	-5.1%	-8.6%	-3.0%	10.0
35	O=c1c(-c2c(O)cc(O)c3c2O[C@H](c2ccc(O)cc2)CC3)c(-c2ccc(O)cc2)oc2cc(O)cc(O)c12	4.0%	50.3	-21.7%	3.8%	-5.2%	1.3%	-0.6%	-15.5%	1.1
36	Cc1c(S(=O)(=O)N2CCCCC2)c(=O)n(C)c(=O)n1C	4.4%	9.3	10.1%	16.2%	10.7%	1.4%	u	0.0%	13.6
37	COc1ccc(OCC(=O)NNc2c3ccccc3nc3ccccc23)cc1	u	-51.0*	-27.6%	4.61µM*	u	u	-3.1%	u	3.2
38	CCCOc1ccc(N2C(=O)CC(N(CCc3ccc(S(N)(=O)=O)cc3)C(C)=O)C2=O)cc1 (stereo not drawn)	-11.8%	-4.4	7.9%	-0.9%	8.1%	17.5%	-2.6%	1.9%	1.3
39	COc1ccc(-c2ccc(C(=O)NCc3ccc(N4CCN(C)CC4)cc3)c3occc23)c(C)c1	u	u	23.1µM*	-21.5%	u	u	x	x	-23.4
40	CCCN(CC(=O)Nc1ccccc1C)C(=O)CCl	u	-95.3*	8.2µM*	u	4.11µM*	16.4µM*	19.8%	u	-7.1
41	CN1CCc2c(sc3c2c(=O)n(-c2ccccc2)c2nnc(SCc4ccc(Cl)cc4)n32)C1	-14.4%	-81.0*	5.6%	10.2%	2.6%	u	-0.4%	1.8%	-9.8
42	CCN1CCN(C(=O)C(=O)c2cn(CC(=O)N(CC)CC)c3ccccc23)CC1	3.7%	6.9	8.6%	9.4%	19.3%	3.5%	-0.9%	-2.6%	1.4

Outcome played no part in choosing rows. Share with any hit: about 11%.
